RNase H inhibition – RNase H inhibition, HIV 1 Gag Pol polyprotein, FRET biochemical assay, screening (AID 372); HIV-1 RT RNase H, FRET RNA/DNA substrate fluorescence; higher % means a stronger effect; inhibition, % at 10 µM; hits with a dose series show IC50 in µM; 100,000 tested, 0.77% active; in the data active means inhibition above about 50%
An asterisk follows results filed as active.

Structure	RNase H inhibition
N#CC1=C(SCC(=O)Nc2ccc(Cl)cc2)NC(=O)CC1c1ccccc1Cl (centres undefined)	15%
Cc1cc(C)c2oc(-c3ccc(NC(=O)c4cccc([N+](=O)[O-])c4C)cc3)nc2c1	5%
COc1ccc(C(NC(=O)Cc2ccccc2)c2c(O)ccc3ccccc23)cc1 (centres undefined)	17%
COc1ccc(C(=O)Nc2ccc3c(c2)OCCO3)cc1OC	0%
CCOC(=O)C1=C(C)N=c2s/c(=C\c3ccc(OCc4ccc(Cl)cc4)cc3)c(=O)n2C1c1ccc(C)cc1 (centres undefined)	2%
COC(=O)c1ccc(N2C(=O)NC(=O)/C(=C\c3cccc(OC)c3)C2=O)cc1	12%
CC(C)(C)c1cc(/C=N/O)c(C(C)(C)C)s1	13%
Cc1ccc(OCC(=O)Nc2ccccc2-c2ccccc2)c(Br)c1	18%
O=C(Nc1ccc(N2CCCCC2)c(Cl)c1)c1cccc2ccccc12	14%
COc1cc(C(=O)Nc2ccc(Oc3ccc(NC(=O)c4cc(OC)c(OC)c(OC)c4)cc3)cc2)cc(OC)c1OC	6%
CCOc1cccc(C=Nc2ccc3oc(-c4cccc(I)c4)nc3c2)c1O	7%
CC(C)CNC(=S)Nc1ccc(F)cc1	3%
CCOC(=O)Cc1csc(NC(=O)COc2ccccc2)n1	1%
CCO/N=C(/C)C1=C(O)C(C(=O)OC)C(C)(C)CC1=O (centres undefined)	15%
CN(C)CCC(=O)c1ccc2c(c1)OCO2	3%

Looked up by compound from the list above:
Structure	RNase H inhibition
CCOC(=O)C1=C(C)N=c2s/c(=C\c3ccc(OCc4ccc(Cl)cc4)cc3)c(=O)n2C1c1ccc(C)cc1 (centres undefined)	2%
CCOc1cccc(C=Nc2ccc3oc(-c4cccc(I)c4)nc3c2)c1O	7%
COc1cc(C(=O)Nc2ccc(Oc3ccc(NC(=O)c4cc(OC)c(OC)c(OC)c4)cc3)cc2)cc(OC)c1OC	6%
CC(C)CNC(=S)Nc1ccc(F)cc1	3%
CC(C)(C)c1cc(/C=N/O)c(C(C)(C)C)s1	13%

More entries:
Structure	RNase H inhibition
CCOC(=O)C(C#N)C1(c2ccccc2OC)CCOC(C)(C)C1 (centres undefined)	0%
COC(=O)c1ccc(/C=C2/C(=O)NC(=O)N(c3cccc(C)c3)C2=O)cc1	3%
CCN(CC)S(=O)(=O)c1ccc2c(c1)OCCO2	0%
Cc1cc2nc(-c3cc(NC(=O)Cc4ccccc4)ccc3Cl)oc2cc1C	7%
O=C(Nc1ccc(Cl)c(C(F)(F)F)c1)c1ccc(Br)cc1	18%
O=C(N/N=C/c1cc(I)cc(I)c1O)c1cccc([N+](=O)[O-])c1	9%
COc1ccc(/C=C2\N=C(c3cccc(F)c3)OC2=O)cc1OCc1cccc(F)c1	20%
COc1ccc(CC(=O)Nc2ccc(O)c(-c3nc4cc(Cl)ccc4o3)c2)cc1OC	7%
CC(C)(C)c1ccc(/C=N/NC(=O)c2ccccn2)cc1	0%
O=C(/C=C/c1cccc([N+](=O)[O-])c1)Nc1ccc(I)cc1Cl	2%
C/C(=N\NC(=O)c1ccc(C)cc1)c1ccc(Cl)cc1	0%
c1ccc(C2=Nc3ccccc3NC(c3ccccc3)C2)cc1 (centres undefined)	3%
CC1CCc2c(sc(NC(=O)C3CC3)c2C(N)=O)C1 (centres undefined)	9%
CN(NC1CC(=O)N(c2cccc(Cl)c2)C1=O)c1ccccc1 (centres undefined)	1%
CN(C)c1ccc(NC(=O)c2ccccc2F)cc1	14%
CC(C)Oc1ccc(/C=C(\NC(=O)c2ccccc2)C(=O)NC(C)C(=O)O)cc1 (centres undefined)	15%
O=[N+]([O-])c1cc(C(F)(F)F)cc([N+](=O)[O-])c1Nc1cccc(Br)c1	6%
Cc1cccc(NC(=O)CCCC(=O)O)n1	5%
Cc1ccc(-c2ccccc2)n1-c1cccc(C(=O)O)c1	0%
Cc1ccc(/C=N/Nc2nn[nH]n2)c2nsnc12	7%
COc1cc(C2C3=C(CC(C)(C)CC3=O)NC3=C2C(=O)CC(C)(C)C3)cc([N+](=O)[O-])c1O	12%
Cn1c(=O)cc2c3c(c(N4CCCC4)ccc31)C(=O)c1ccccc1-2	9%
Cc1ccc(/C=C2/SC(=S)N(C(C)C(=O)O)C2=O)cc1 (centres undefined)	2%
CCCOc1ccc(C(=O)N/N=C/c2ccccc2Br)cc1	0%
Cc1ccccc1CNC(=O)/C=C/c1ccccc1	11%
Cc1cc(C)c(NC(=O)c2c(-c3ccccc3)noc2C)c(C)c1	5%
Cc1ccc(N2C(=O)SC(Nc3ccccc3C)C2=O)cc1 (centres undefined)	0%
O=C(CSc1nc2ccccc2o1)Nc1ccc2c(c1)OCO2	5%
CCOC(=O)C1=C(C)NC2=C(C(=O)CC(C)(C)C2)C1c1cc(Br)c(C)s1 (centres undefined)	16%
COc1ccc(N=Cc2c(O)c3ccccc3n2C(C)=O)cc1	3%
CCOc1ccc(/C=C(\C#N)c2nn(CCO)c(N)c2C#N)cc1OC	7%
Clc1cc(Cl)cc(N=Cc2cccc(OCc3ccccc3)c2)c1	2%
CC1(C)CCCC2=C1CC1C(=O)NC(=O)C1C2 (centres undefined)	0%
CC1CCCCN1C(=O)Nc1ccccc1 (centres undefined)	5%
COc1cccc2cc(-c3csc(Nc4ccccc4C)n3)c(=O)oc12	20%
O=C1N=C(N2CCCC2)S/C1=C\c1ccc(O)cc1	0%
COc1ccc(OC)c(C2NC(=O)NC(C)=C2C(=O)OCc2ccc3c(c2)OCO3)c1 (centres undefined)	13%
COc1ccc(/C=N/NC(=O)/C(=C/C=C/c2ccccc2)NC(=O)c2ccccc2)cc1OC	14%
CC1=NNC(=O)C1CC(=O)N/N=C/c1ccc(O)cc1 (centres undefined)	0%
O=C(Nc1cccc(NC(=O)c2ccccc2Cl)c1)c1ccc(-c2ccc([N+](=O)[O-])cc2)o1	15%
Cc1ccc(N2C(=O)/C(=C/c3ccc(OCc4cccc(C(=O)O)c4)cc3)C(=O)NC2=S)cc1	10%
COc1cc(C=O)ccc1OC(C)c1ccccc1 (centres undefined)	0%
Cc1cc(Cl)ccc1NC(=O)C(=O)N/N=C/c1cccs1	11%
Cc1cc(C(=O)N/N=C/c2cccc(O)c2)c(C)o1	15%
O=C(NC(=S)Nc1ccc2oc(-c3cccc4ccccc34)nc2c1)c1ccco1	13%

(further entries)
structure,RNase H inhibition
O=C1NC(=S)N/C1=C\c1cc(Br)c(O)c(Br)c1,5%
NS(=O)(=O)c1ccc(N=Cc2cccc(O)c2O)cc1,11%
CC(=NCc1ccccc1)c1c(C)[nH]n(-c2nc3ccccc3s2)c1=O,12%
Clc1ccc(-c2nc(N3CCOCC3)c3ccccc3n2)cc1Cl,6%
Cc1cc2c(cc1C)NC(CC(=O)Nc1ccc([N+](=O)[O-])cc1)C(=O)N2 (centres undefined),15%
O=C(N=Nc1c(O)n(CN2CCCCC2)c2ccc(Br)cc12)c1ccncc1,3%
Cc1ccc(-c2nc3ncccc3o2)cc1NC(=S)NC(=O)c1cccc([N+](=O)[O-])c1C,11%
Cc1cc(O)c(NC(=S)NC(=O)c2cc3ccccc3o2)cc1C,16%
Cc1ccc(/C=c2/sc3nc(-c4ccccc4)nn3c2=O)cc1,0%
CCOc1ccc(C(=O)Nc2cccc(-c3nc4cc(C)c(C)cc4o3)c2)cc1[N+](=O)[O-],11%
COc1ccc(CCNC(=O)c2ccccc2[N+](=O)[O-])cc1,8%
CC(C)(C)c1ccc(C(=O)NC(=S)Nc2sc3c(c2C(N)=O)CCC3)cc1,15%
O=C(/C=C/Nc1ccccc1F)c1ccccc1,0%
Cc1ccc(-c2cc(C(=O)Nc3ccc(F)cc3)c3ccccc3n2)o1,31%
COc1ccccc1C1C(C#N)=C(C)NC2=C1C(=O)CC(c1ccccc1)C2 (centres undefined),9%
CCCOc1cccc(C(=O)Nc2ccc(I)cc2Cl)c1,8%
O=C1/C(=C/c2cccs2)SC(=S)N1c1cccc(O)c1,13%
O=C(Oc1ccc(I)cc1)c1cccs1,0%
O=C1/C(=C\c2ccco2)SC(=S)N1Cc1ccccc1,11%
COc1cc(NC(=O)c2cccnc2)c(Cl)cc1NC(=O)c1ccc(Cl)cc1,6%
Cc1cc(C)nc(/N=C(/N)Nc2ccc(Cl)cc2Cl)n1,7%
Cc1cc[n+](CC(=O)c2cccs2)cc1,12%
Cc1ccc(C)c(N2CCN(c3cc(C)c4cc(Cl)ccc4n3)CC2)c1,17%
COc1cc(/C=C(/NC(=O)c2ccccc2)C(=O)Nc2ccc(Br)cc2)c([N+](=O)[O-])cc1OC,35%
O=C(CCN1C(=O)/C(=C\c2cccs2)SC1=S)NC1=NCCS1,24%
Cc1ccc(Cl)c(OCCNC(C)(C)C)c1,6%
COc1ccc(/C=N/N2C(=O)C3C4C=CC(CC4)C3C2=O)cc1OC (centres undefined),0%
Cc1ccccc1Nc1nc(-c2cc3ccccc3oc2=O)cs1,12%
CN(C)c1cccc(C(=O)Nc2ccc(F)c(Cl)c2)c1,7%
Cc1cc(I)ccc1NCC(=O)N/N=C1/CCCCC1C (centres undefined),7%
CN(/N=C/c1c(O)ccc2ccccc12)c1ccccc1,22%
CCOC(=O)C1=C(C)OC(N)=C(C#N)C1c1ccc(OC)c(C)c1 (centres undefined),14%
CS(=O)(=O)N(CC(=O)O)c1ccc(Br)cc1,5%
Cc1cc(I)c2c(c1)C1C=CCC1C(C(=O)O)N2 (centres undefined),100µM*
CCOC(=O)C1=C(O)/C(=C/c2cccnc2)SC1=Nc1cccc2ccccc12,14%
O=c1/c(=C/c2cc(Cl)c(OCCOc3ccccc3)c(Cl)c2)sc2nc3ccccc3n12,0%
CCOC(=O)C(C#N)C(Cc1ccccc1)C1CCOC(C)(C)C1 (centres undefined),9%
CCOP(=O)(OCC)C(NC(=O)Nc1ccc(Cl)cc1)C(N)=O (centres undefined),32%
COc1ccc(NC(=O)O/N=C(\c2ccccc2)c2ccccn2)cc1,21%
N#Cc1c(-n2ncnc2-c2ccncc2)sc2c1CCCC2,7%

Among those listed so far, these have a cyano group.
structure,RNase H inhibition
N#CC1=C(SCC(=O)Nc2ccc(Cl)cc2)NC(=O)CC1c1ccccc1Cl (centres undefined),15%
CCOC(=O)C(C#N)C1(c2ccccc2OC)CCOC(C)(C)C1 (centres undefined),0%
CCOc1ccc(/C=C(\C#N)c2nn(CCO)c(N)c2C#N)cc1OC,7%
COc1ccccc1C1C(C#N)=C(C)NC2=C1C(=O)CC(c1ccccc1)C2 (centres undefined),9%
CCOC(=O)C1=C(C)OC(N)=C(C#N)C1c1ccc(OC)c(C)c1 (centres undefined),14%
CCOC(=O)C(C#N)C(Cc1ccccc1)C1CCOC(C)(C)C1 (centres undefined),9%
N#Cc1c(-n2ncnc2-c2ccncc2)sc2c1CCCC2,7%

Returning to the listing, repeating the two entries before the break.
structure,RNase H inhibition
COc1ccc(NC(=O)O/N=C(\c2ccccc2)c2ccccn2)cc1,21%
N#Cc1c(-n2ncnc2-c2ccncc2)sc2c1CCCC2,7%
O=[N+]([O-])c1cc(CN2CCN(c3cccc(C(F)(F)F)c3)CC2)ccc1Cl,10%
CCC(C)C(=O)Nc1ccc(I)cc1 (centres undefined),13%
CC(C)C(=O)Nc1cccc(S(=O)(=O)c2cccc(NC(=O)C(C)C)c2)c1,10%
COc1ccccc1NC(=O)COc1ccc(Br)cc1C(C)(C)C,0%
O=C(O)C1(c2ccc3c(c2)OCCO3)CCCC1,2%
Cc1ccnc(NS(=O)(=O)c2ccc(NC(=O)COc3ccc(Cl)cc3Cl)cc2)n1,17%
O=C(NC(Cc1c[nH]c2ccccc12)C(=O)O)/C(=C/c1ccco1)NC(=O)c1ccccc1 (centres undefined),0%
CCOC(=O)c1ccc(C)[n+](C)c1,10%
CCC(C)c1ccc(OCCOc2c(Cl)cc(/C=C3\SC(N)=NC3=O)cc2OC)cc1 (centres undefined),47%
N#Cc1ccc(C2N(Cc3ccccc3)CCN2Cc2ccccc2)cc1,1%
COc1cc(CN2CCN(Cc3cccc(F)c3)CC2)cc2c1OCO2,2%
Cc1cc2c(N=NC(=O)CCc3ccccc3)c(O)[nH]c2cc1Br,3%
O=C(CCCOc1ccc(Cl)cc1Cl)NCc1ccc(F)cc1,17%
CN(C)c1cccc(NC(=O)c2ccc(C(C)(C)C)cc2)c1,17%
CCCC(CCC)C(=O)Nc1ccc2c(c1)N(C(=O)CN1CCN(C)CC1)c1ccccc1CC2,11%
COCCNC(=O)c1cc2n(n1)C(C(F)(F)F)CC(c1ccc(Cl)c(Cl)c1)N2 (centres undefined),13%
CCc1ccc(-n2c(C)cc(C=O)c2C)cc1,0%
CCOC(=O)C(CC)Oc1ccc2c(C(F)(F)F)cc(=O)oc2c1 (centres undefined),0%
O=S(=O)(NC12CC3CC(CC(C3)C1)C2)c1ccc(Cl)cc1,8%
Cc1cc(/C=c2\sc3nc4ccccc4n3c2=O)c(C)n1-c1cccc([N+](=O)[O-])c1,26%
COc1cc(C(NC(=O)CC(C)C)NC(=O)CC(C)C)ccc1OCc1ccccc1,5%
CSc1nnc(-c2ccccc2)o1,3%
CCN(CC)CCCNS(=O)(=O)c1ccccc1[N+](=O)[O-],5%
COC(=O)CCC(=O)Nc1ccccc1C(N)=O,6%
COc1ccc(NC(=O)c2nn3c(C(F)(F)F)cc(-c4cccs4)nc3c2Br)c(OC)c1,6%
Cc1ccc(CN2CCN(/N=C/c3ccc(C)s3)CC2)cc1,12%
CC(C)CCN(CCC(C)C)C(CO)(CO)CO,6%
O=C(O)/C=C/c1ccc(S(=O)(=O)NCc2cccnc2)cc1,2%
Cc1cc2nc3s/c(=C/c4cccc([N+](=O)[O-])c4)c(=O)n3c2cc1C,18%
Cc1ccc2cc(/C=C(\C#N)c3nc(-c4cc5ccccc5oc4=O)cs3)c(Cl)nc2c1,8%
C=CCc1cccc(/C=N/c2oc(-c3ccccc3)c(-c3ccccc3)c2C#N)c1O,16%
Cc1cccc(NC(=O)c2cc3ccccc3cc2O)c1,11%

High-throughput results deposited in PubChem by MTDP.

Some of the compounds tested; the hit share may differ from the screen's.
